Source: PubChem (Broad Institute)
RAD54 inh: RAD54 (human) branch migration inhibition | Q92698 | RAD54 Holliday junction branch migration, FAM/BHQ fluorescence | inhibition, % at 10.4 µM | 360,000 compounds, 0.14% hits | AID 602329;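 active = mean normalized replicate activity at least 40 and at least half of replicates scoring 40 or more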;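 note: 0% = median of neutral control wells and 100% = median of positive control wells; inhibitors cause a drop in the FAM fluorescence signal; in these data hits start at about 50%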
Target sequence (Q92698 whole entry, looked up): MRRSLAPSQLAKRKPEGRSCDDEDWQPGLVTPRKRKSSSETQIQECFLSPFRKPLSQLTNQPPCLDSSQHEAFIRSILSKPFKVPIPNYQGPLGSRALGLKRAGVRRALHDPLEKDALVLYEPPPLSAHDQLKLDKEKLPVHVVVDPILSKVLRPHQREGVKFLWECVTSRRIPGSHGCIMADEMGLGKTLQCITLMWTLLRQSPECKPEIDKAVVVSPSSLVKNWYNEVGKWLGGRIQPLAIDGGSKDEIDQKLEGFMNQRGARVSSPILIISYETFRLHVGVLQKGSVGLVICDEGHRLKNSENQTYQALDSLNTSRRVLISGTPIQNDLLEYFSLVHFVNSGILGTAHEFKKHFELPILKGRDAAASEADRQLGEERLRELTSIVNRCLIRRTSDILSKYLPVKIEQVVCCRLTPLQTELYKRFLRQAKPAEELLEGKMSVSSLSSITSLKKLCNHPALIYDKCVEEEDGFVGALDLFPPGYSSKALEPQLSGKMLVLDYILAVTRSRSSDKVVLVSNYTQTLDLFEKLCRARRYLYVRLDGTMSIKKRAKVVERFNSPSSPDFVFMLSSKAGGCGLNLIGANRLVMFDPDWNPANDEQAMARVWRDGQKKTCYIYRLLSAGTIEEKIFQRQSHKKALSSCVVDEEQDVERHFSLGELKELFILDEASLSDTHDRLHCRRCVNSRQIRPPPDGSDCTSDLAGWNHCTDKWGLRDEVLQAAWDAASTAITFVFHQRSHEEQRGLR
RAD52 inh: RAD52 (human) annealing inhibition. P43351. recombinant RAD52 DNA annealing, FRET fluorescence. inhibition, % at 18.7 µM. 360,000 compounds, 0.46% hits;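 active = every replicate showing at least 50% inhibition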
E-selectin induc: E-selectin induction on HUVECs. HUVEC E-selectin immunofluorescence imaging; normalized: neutral wells 0, TNF-alpha wells 100. activation, % at 7.58 µM. 260,000 compounds, 0.37% hits. AID 686992;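 active = mean E-selectin-positive cell signal at least 10% of the positive control, reached in at least 60% of replicates, without over 20% cell loss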;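 note: in these data hits start at about 27%; measured in HUVEC primary endothelial cells; signal is the percent of cells scored E-selectin positive by PE staining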
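Assay system: HUVEC primary endothelial cells. Input: 3,000 HUVEC seeded per well. Doses: one compound dose added by pin transfer. Read-out basis: % PE-positive cells. Benchmarks: TNF-alpha high, DMSO low. Detection: immunofluorescence imaging. Buffer or medium: EGM-2, gelatin.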
esBAF inh: SWI/SNF esBAF complex inhibition; mouse ES cells, Bmi1-luciferase knock-in reporter, 24 h; 100% = twice the neutral-well signal; 350,000 compounds, 2% hits; reporter increase, % at 12.5 µM; in the data active = activation above about 40%;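 note: 0% = median of the plate's neutral control wells and 100% = double that signal; a rise in the Bmi1 reporter signal indicates esBAF inhibition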
XiGFP reactiv: activators of X-chromosome reactivation in mouse fibroblasts; activation, % at 7.58 µM; AID 743238; XiGFP mouse fibroblasts, % GFP-positive cells imaging, 3 d; cells co-treated with 5-aza-dC sensitizer; scaled so ellipticine positive control = 100%; 360,000 compounds, 0.055% hits;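 active = mean normalized replicate activation at least 10% and every replicate at or above 10%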;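 note: 0% = median of on-plate neutral control wells and 100% = ellipticine 6 µM median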
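Assay system: SV40-immortalized XiGFP fibroblast cells, line 68-5-11; buffer or medium: DMEM plus 5-aza-dC sensitizer; compound: one concentration, pinned; timing: compounds 3 days, fix/stain 15 min at room temperature; benchmarks: positive control ellipticine, 6 µM final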
FN deposit inh: fibronectin deposition inhibition; 350,000 compounds, 0.086% hits; AH1F fibroblasts, Alexa488-fibronectin deposition fluorescence, overnight; inhibition, % at 12.6 µM; AID 743247;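 active = mean inhibition across replicates of 30% or more, regardless of how many single replicates reach that level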;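 note: positive control wells lacked labelled fibronectin entirely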
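Material: AH1F fibroblast monolayer depositing Alexa488-labelled fibronectin into matrix | Input: 10000 AH1F cells/well | Medium: DMEM plus 2% serum, read in PBS | Reagent: Alexa488-fibronectin, 24 nM final in well | Compound dosing: One dose per compound, pinned | Schedule: 1 h adhesion, overnight exposure | Measured by: Fluorescence at 485 nm excitation, 525 nm emission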
S100A4 MyoIIA: blocks human S100A4 binding to myosin IIA peptide; P26447; S100A4/TAMRA-MyoIIA peptide fluorescence polarization; inhibition, % at 10.7 µM; 360,000 compounds, 0.14% hits; AID 652163;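 active = mean inhibition of at least 70% across replicates, with every replicate also reaching that level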
Target sequence (P26447 whole entry, looked up): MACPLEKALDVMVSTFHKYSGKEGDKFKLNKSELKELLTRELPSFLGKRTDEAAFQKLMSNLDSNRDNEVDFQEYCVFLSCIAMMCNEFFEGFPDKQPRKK
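Test system: S100A4 monomer protein; Medium: HEPES pH 7.2 with CaCl2, KCl, NaCl, DTT, Triton; Probe or stimulus: TAMRA-labelled myosin IIA heavy-chain peptide probe, 5 nM; Doses: one dose per compound; Times: polarization read 5 min after assay mix addition, stable 5–60 min; Benchmarks: neutral control DMSO, positive control TFP.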
EWS-Fli inh: blocks EWS/Fli oncoprotein-driven transcription; 350,000 compounds, 0.67% hits; A673 NR0B1-luciferase reporter, viability-normalised; inhibition, % at 12.6 µM;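 active = mean inhibition of at least 50% after viability correction, with every replicate also passing that limit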;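 note: firefly luciferase signal divided by Alamar Blue viability fluorescence both relative to DMSO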
* hit, by the source's call; x = not tested or not shown.

Under each structure – RAD54 inh, RAD52 inh, E-selectin induc, esBAF inh, XiGFP reactiv, FN deposit inh, S100A4 MyoIIA, EWS-Fli inh
- CO[C@@H]1CN(C)C(=O)c2cc(NS(C)(=O)=O)ccc2OC[C@@H](C)N(Cc2cccnc2)C[C@@H]1C
 : x, x, 0.1, -1, 0.1, -2, x, 2
- Cc1ccc(-c2ccc([C@@H]3[C@@H](CO)N4C(=O)CN(C(=O)Nc5cccc(F)c5)C[C@H]34)cc2)cc1
 : x, 1, -0.3, x, 0.5, x, -24, -4
- CC(NC(=O)C(C)N1CCN(Cc2ccccc2)CC1)c1ccccc1 (stereo not given)
 : 14, -14, 0.0, -5, 0.2, -1, -5, 3
- COc1ccc2c3c([nH]c2c1)[C@H](CO)NCC31CCN(C(=O)Cc2ccccc2)CC1
 : x, 9, 0.0, x, 0.3, x, 29, -12
- COc1ccc(C#Cc2c(-c3ccc(OC)cc3)oc3ccc(-c4ccc5c(c4)OCO5)cc23)cc1
 : 1, -10, 0.3, 0, 0.1, -16, 2, 3
- O=C(Nc1ccc2c(c1)[C@@H]1C[C@H](CC(=O)N3CCOCC3)O[C@@H](CO)[C@@H]1O2)c1ccc2c(c1)OCO2
 : -5, x, 0.6, 14, 0.0, -1, x, -22
- O=C(CCSCc1cccc(Cl)c1)NCCc1ccccc1
 : x, -5, 1.1, -1, 0.0, 4, 0, -1
- CCOC(=O)N1CCN(C2=C(NS(=O)(=O)c3ccc(Br)cc3)C(=O)c3ccccc3C2=O)CC1
 : -5, -16, 0.6, 1, 0.7, 3, 0, -17
- CC(=O)Nc1ccc(NC(=O)C(C)OC(=O)CCC2CCCCC2)cc1 (stereo not given)
 : 1, 2, x, x, 0.0, 4, -8, 2
- COc1ccc2[nH]c(C)c(CCN3C(=O)OC(C)(C)C3(C)O)c2c1 (stereo not given)
 : 6, -5, x, -3, 0.2, -4, -3, -4
- COc1ccc(N2C(=O)C3CCCN3C2c2cccc(Br)c2)cc1 (stereo not given)
 : -1, -27, -0.2, 1, 0.2, 7, 9, 1
- CCN(CC)C(=O)c1ccccc1NC(=O)CN1C(=O)c2ccccc2S1(=O)=O
 : -1, 3, 0.3, x, 0.4, -1, 43, 4
- CC(=O)OC1CCC2(C)C(=CCC3C4CC(=O)N(O)C(=O)C4(C)CCC32)C1 (stereo not given)
 : 1, -9, 0.0, 4, 0.0, 6, 0, 2
- CC(C)CC(NC(=O)C1CCCN1C(=O)CNC(=O)OCc1ccccc1)C(=O)O (stereo not given)
 : -13, -5, -1.7, 0, 0.1, 3, -3, -10
- CCCCn1c(N)c(N(CC)C(=O)c2cccs2)c(=O)[nH]c1=O
 : -3, -1, -0.1, -1, -0.1, -2, -10, 4
- CN(C(=O)c1ccc(NC(=O)Cc2ccc(NC(=O)C3CCCN(C(=O)C4CCCC4)C3)cc2)cc1)C1CCCC1 (stereo not given)
 : -2, -7, 0.0, 6, -0.1, -2, -1, -34
- O=C(CN1C(=O)NC(c2ccccc2)(c2ccccc2)C1=O)Nc1cccnc1Cl
 : x, -29, x, x, 0.0, 8, -4, 7
- C[C@H]1CN([C@@H](C)CO)C(=O)c2cc(NC(=O)Nc3ccc(F)cc3)ccc2O[C@H]1CN(C)C(=O)Nc1ccccc1
 : 2, -25, -0.5, -3, -0.8, x, -7, 0
- O=C(CSc1nnc(-c2cccnc2)o1)N1CCCCC1
 : -5, -3, 0.0, 38, 0.0, 11, -7, -15
- Cn1cnc(S(=O)(=O)N2C[C@H](O)COC[C@H]3O[C@H](CC(=O)NC4Cc5ccccc5C4)CC[C@@H]32)c1
 : -3, 3, -0.1, 1, 0.0, -12, 4, -4
- Cc1cccc(CN2CCC(CNC(=O)CSc3cc(=O)n(C)c4cc(Cl)ccc34)CC2)c1
 : x, -10, x, -10, -0.5, -9, -10, -2
- CO[C@H]1CN(C)C(=O)c2cc(NC(C)=O)ccc2OC[C@H](C)N(Cc2ccncc2)C[C@@H]1C
 : 11, -9, -0.1, 1, -0.1, -9, -58, -8
- Cc1ccc(OCC(=O)Nc2ccccc2C(=O)N2CCCCC2)cc1
 : -16, -8, -1.1, -3, 0.1, -19, 7, x
- O=C(C[C@H]1CC[C@H]2[C@@H](COC[C@@H](O)CN2C(=O)Nc2cccc(F)c2)O1)NCCCN1CCOCC1
 : 0, 6, -0.1, 24, 0.0, 10, -1, -35
- COc1ccc(C(=O)Nn2c(CCC(=O)O)ccc2-c2ccc(C)cc2)cc1OC
 : x, -9, x, 4, 0.0, -10, 0, -4
- COc1ccc(C(=O)Nc2ncccc2C)cc1S(=O)(=O)N1CCOCC1
 : x, -10, -2.1, x, 0.0, 5, 9, 3
- O=C(CN1CCN(c2ccc(C(F)(F)F)cn2)CC1)NCc1ccc2c(c1)OCO2
 : x, -11, -0.2, -4, -0.1, -13, -3, 1
- CSCCC(NC(=O)c1ccco1)C(=O)NCC(C)(C)N1CCOCC1 (stereo not given)
 : 3, -1, -0.4, 4, 0.0, 1, 0, -2
- CC(=O)N1Cc2cc(C(=O)NCc3cc(F)cc(F)c3)nc(-c3cccc(C4=CCCC4)c3)c2[C@@H]1CCO
 : x, -30, -0.1, x, -0.1, 7, -14, -1
- CC(C)c1ccc(NC(=O)C2CCN(S(=O)(=O)c3ccc4c(c3)C(C)(C)C(=O)N4C)CC2)cc1
 : -3, 4, -0.3, -10, 0.4, -10, -1, 13

Structural class, the entries above with bromine
Under each structure – RAD54 inh, RAD52 inh, E-selectin induc, esBAF inh, XiGFP reactiv, FN deposit inh, S100A4 MyoIIA, EWS-Fli inh
- CCOC(=O)N1CCN(C2=C(NS(=O)(=O)c3ccc(Br)cc3)C(=O)c3ccccc3C2=O)CC1
 : -5, -16, 0.6, 1, 0.7, 3, 0, -17
- COc1ccc(N2C(=O)C3CCCN3C2c2cccc(Br)c2)cc1 (stereo not given)
 : -1, -27, -0.2, 1, 0.2, 7, 9, 1

Additional compounds.
Under each structure – RAD54 inh, RAD52 inh, E-selectin induc, esBAF inh, XiGFP reactiv, FN deposit inh, S100A4 MyoIIA, EWS-Fli inh
- O=C(N[C@H]1C=C[C@H](CC(=O)N2CCN(c3ccccc3)CC2)O[C@H]1CO)c1ccccc1
 : -17, -28, 0.1, 0, 0.3, -7, -9, -4
- CCOC(=O)c1cc(C(=O)NC(C)c2ccccc2)c(C)[nH]c1=O (stereo not given)
 : x, -13, x, x, -0.1, x, 4, -9
- CCCc1sc(C(=O)Nc2nnc(C3CC3)s2)cc1CC
 : -15, -11, 0.6, 1, 0.1, -9, 3, 4
- COc1ccc2c3c(n(C)c2c1)[C@@H](CO)N(CC1CC1)CC31CN(C(=O)c2ccccc2)C1
 : x, -1, 0.4, x, 0.3, x, -4, 0
- CCC1CCCCN1CCCNC(=O)Cn1cc2c(n1)-c1c(oc(C(=O)N3CCCC3)c1C)CC2 (stereo not given)
 : x, -34, -0.1, -8, 0.2, 1, 0, x
- CC(NC(=O)Nc1ccccc1)C(c1cccs1)N1CCN(C)CC1 (stereo not given)
 : -15, 6, x, -6, 0.0, 4, 5, -3
- CO[C@H]1CN(C)C(=O)c2ccc(NC(=O)Nc3cc(F)ccc3F)cc2OC[C@@H](C)N(C(=O)c2cnccn2)C[C@H]1C
 : 2, -13, 0.2, -3, 0.4, -13, -1, 0
- CC(CNC(=O)CCCn1c(=O)c2cccn2c2cccnc21)c1ccccc1 (stereo not given)
 : -5, -8, -0.3, 13, 0.1, 0, 0, -2
- Cc1cc(C)n(C(=O)CNC(=O)c2cccc(Cl)c2)n1
 : 2, 7, 0.3, x, 0.0, -4, 0, -8
- C[C@@H]1CN([C@H](C)CO)C(=O)c2cc(-c3ccccc3)cnc2O[C@H]1CN(C)Cc1ccc(C(=O)O)cc1
 : 9, 9, 0.4, -3, -0.7, -9, -10, 8
- COc1cc(NC(=O)c2ccc(CNc3c(N4CCCC4)c(=O)c3=O)cc2)cc(OC)c1OC
 : 1, -8, x, x, 0.0, -1, 7, 48
- CCCNC(=O)[C@@H]1[C@@H](CO)[C@@H]2Cn3c(ccc(-c4ccncc4)c3=O)[C@H]1N2Cc1ccccc1F
 : -1, -18, -0.3, -1, 0.0, x, 3, -8
- NC(=O)CCN1CCC(c2nc3ccccc3s2)CC1
 : 3, 2, 0.0, 9, 0.2, -1, -4, 1
- CC(C)C[C@@]12C(=O)N(c3ccc(Br)cc3)C(=O)N1[C@H](c1ccc(Br)cc1)[C@@H]1C(=O)N(C(C)(C)C)C(=O)[C@@H]12
 : -4, -8, -0.2, -5, -0.2, -3, -6, 2
- C[C@@H]1CN([C@H](C)CO)C(=O)c2cc(NS(=O)(=O)c3cn(C)cn3)ccc2O[C@@H]1CN(C)Cc1ccc(C(F)(F)F)cc1
 : 0, 2, 0.1, -4, 0.0, x, 6, 0
- Cc1ccc(S(=O)(=O)Nc2ccc3c(c2)C(=O)N([C@@H](C)CO)C[C@@H](C)[C@H](CN(C)C(=O)Nc2cccc4ccccc24)O3)cc1
 : -6, 11, -0.1, 6, 0.1, x, 1, -1
- CC(=O)N1CCCCN2[C@H](CO)[C@@H](c3ccc(-c4cccc(C(=O)N(C)C)c4)cc3)[C@@H]2C1
 : 6, -4, -0.1, x, 0.1, x, 8, -7
- CCOc1ccc(NC(=O)Nc2ccc3c(c2)nc(C)n3C)cc1
 : 2, -10, -0.5, 4, 0.1, 6, -3, -53
- CC(=O)N1CCC(N(C(=O)Nc2ccc(F)cc2)C2CCCC2)CC1
 : -2, 2, -0.6, -5, -0.1, 0, 1, -1
- CC(Oc1ccc(F)cc1Br)c1nc2ccccc2c(=O)[nH]1 (stereo not given)
 : -4, 20, x, 12, 0.0, -7, -3, -20
- COc1ccc(S(=O)(=O)N2CCCCC2c2cc(C(=O)Nc3ccc4c(c3)OCO4)no2)cc1 (stereo not given)
 : 12, 2, 0.1, 16, 0.0, 35*, 3, -12
- Cc1ccc(C)c(C(=O)COc2ccccc2[N+](=O)[O-])c1
 : 3, -14, -0.3, -3, 0.0, -2, -6, 3
- COC(=O)c1ccc2nc(Nc3nc4ccc(F)cc4s3)sc2c1
 : -5, -11, x, -44, -0.1, -6, 1, 77*
- O=[N+]([O-])c1cccc(COc2ccc(CN3CCOCC3)cc2)c1
 : -1, -7, 0.3, -17, 0.0, -5, -3, -13
- C[C@@H]1CN([C@H](C)CO)C(=O)Cc2cc(NS(=O)(=O)c3ccc(Cl)cc3)ccc2O[C@H]1CN(C)Cc1ccncc1
 : 7, -10, -0.5, 2, -1.1, 1, -6, -2
- CCCc1c(C(=O)N/N=C(\C)c2cc(C)sc2C)nnn1-c1nonc1N
 : 12, -5, 0.2, -6, 0.0, 6, 2, -3
- CC(C)C(c1nnnn1C1CCCC1)N1CCCc2ccccc21 (stereo not given)
 : 8, -3, x, -6, x, -4, -4, x
- CCOC(=O)[C@]12CCCC=C1N(CCc1ccc(OC)c(OC)c1)C(=O)[C@H](CC(=O)NCc1ccc(C)o1)C2
 : x, -4, 7.4, x, 0.1, -4, 5, 2
- COc1ccc2c3c(n(C)c2c1)[C@H](CO)N(C(=O)c1cccnc1)CC31CN(C(=O)c2cccnc2)C1
 : x, 9, 0.2, x, 0.3, x, 2, -15
- O=C(C[C@H]1C=C[C@H](NC(=O)c2ccc(F)cc2)[C@@H](CO)O1)NCCc1ccccc1
 : -1, 10, -0.1, 6, 0.4, -5, 9, 6
